# Fam108B inh – counter-screen for RBBP9 inhibitors: inhibitors of mouse Fam108B; AID 1947; 300,000 compounds, 0.33% hits; recombinant Fam108B, FP-Rh probe fluorescence polarization; inhibition, % at 9.51 µM;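 active means inhibition above the screen mean inhibition plus 3 SD, computed separately per campaign, cut at about 18% in these data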;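 further: inhibitors lower polarization as less probe binds the enzyme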
# TPT1 inhibitor – blocks Candida albicans tRNA 2'-phosphotransferase; recombinant caTPT1, FP RNA substrate dephosphorylation; inhibition, % at 5 µM; 300,000 compounds, 0.81% hits; AID 1962;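 active means inhibition above the mean of all tested compounds plus 3 SD, set per screening campaign, cut at about 24% in these data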;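 further: plate controls were DMSO alone for no effect and ferristatin control at 100 nM for full effect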
# PAD4 FP inh – blocks human protein arginine deiminase 4; Q9UM07; recombinant PAD4, RCA probe fluorescence polarization; inhibition, % at 6.36 µM; 330,000 compounds, 0.41% hits;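 active means percent inhibition above a cutoff equal to the mean of all tested compounds plus 3 SD, cut at about 15% in these data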;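 further: 0% = PAD4 with RCA probe and DMSO and 100% = probe without PAD4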
# Target sequence (Q9UM07 whole entry, looked up): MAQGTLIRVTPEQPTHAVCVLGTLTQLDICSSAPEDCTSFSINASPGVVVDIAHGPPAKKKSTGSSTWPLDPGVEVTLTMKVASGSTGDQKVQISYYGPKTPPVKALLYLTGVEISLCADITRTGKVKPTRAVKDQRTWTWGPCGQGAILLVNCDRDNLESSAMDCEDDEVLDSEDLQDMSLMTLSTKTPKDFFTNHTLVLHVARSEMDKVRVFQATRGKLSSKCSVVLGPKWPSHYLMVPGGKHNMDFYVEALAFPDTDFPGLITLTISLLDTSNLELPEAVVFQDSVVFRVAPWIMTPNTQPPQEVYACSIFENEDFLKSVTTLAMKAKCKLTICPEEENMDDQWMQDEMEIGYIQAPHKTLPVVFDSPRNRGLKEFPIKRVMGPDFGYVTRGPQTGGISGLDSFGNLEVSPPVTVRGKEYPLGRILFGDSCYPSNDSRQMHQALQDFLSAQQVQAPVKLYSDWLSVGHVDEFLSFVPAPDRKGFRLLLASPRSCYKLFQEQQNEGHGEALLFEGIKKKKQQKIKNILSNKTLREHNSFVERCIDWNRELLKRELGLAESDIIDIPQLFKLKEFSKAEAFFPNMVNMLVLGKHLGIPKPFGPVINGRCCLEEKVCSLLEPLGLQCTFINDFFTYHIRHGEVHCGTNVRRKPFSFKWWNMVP
# PME-1 inh – PME-1 (human) inhibition; Q9Y570; recombinant PME-1, FP-Rh probe fluorescence polarization; inhibition, % at 5.9 µM; 320,000 compounds, 0.53% hits; AID 2130;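 active means inhibition above the campaign mean of all compounds plus 3 SD, cut at about 26% in these data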;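 further: competitive labeling of PME-1 active site by serine hydrolase directed probe; 0% = PME-1 with DMSO and 100% = wells lacking PME-1 enzyme; inhibitors block probe labeling so polarization falls and inhibition rises; many of its hits are not listed in these tables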
# GSTO1 counter – blocks human GSTO1 in RBBP9 counter-screen; inhibition, % at 5.96 µM; AID 1974; 300,000 compounds, 1.1% hits; recombinant GSTO1, activity-based probe fluorescence polarization;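 active means inhibition above the campaign mean inhibition plus 3 SD, cut at about 35% in these data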;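 further: 0% = GSTO1-1 with DMSO and 100% = wells lacking GSTO1-1 enzyme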
# BCLXL inh – blocks human Bcl-xL binding to Bim BH3 peptide | Q07817 | GST-Bcl-xL / FITC-Bim BH3 peptide fluorescence polarization | inhibition, % at 10.9 µM | 320,000 compounds, 0.7% hits;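 active means inhibition above the mean of all tested compounds plus 3 SD, cutoff set per campaign, cut at about 30% in these data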;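 further: 0% = DMSO wells and 100% = unlabeled Bim-BH3 peptide competitor; inhibitors lower millipolarization by displacing the labeled peptide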
# GLD-1 TGE inh – GLD-1-TGE RNA interaction inhibition (C. elegans); AID 2280; purified GLD-1 + fluorescein TGE RNA, fluorescence polarization; Q17339; 320,000 compounds, 0.44% hits; inhibition, % at 5.96 µM;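 active means percent inhibition above a per-plate cutoff, the plate mean of test compounds plus 3 SD, cut at about 30% in these data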;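 further: 0% = DMSO wells with GLD-1 and probe and 100% = wells lacking GLD-1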
# Target sequence (Q17339 whole entry, looked up): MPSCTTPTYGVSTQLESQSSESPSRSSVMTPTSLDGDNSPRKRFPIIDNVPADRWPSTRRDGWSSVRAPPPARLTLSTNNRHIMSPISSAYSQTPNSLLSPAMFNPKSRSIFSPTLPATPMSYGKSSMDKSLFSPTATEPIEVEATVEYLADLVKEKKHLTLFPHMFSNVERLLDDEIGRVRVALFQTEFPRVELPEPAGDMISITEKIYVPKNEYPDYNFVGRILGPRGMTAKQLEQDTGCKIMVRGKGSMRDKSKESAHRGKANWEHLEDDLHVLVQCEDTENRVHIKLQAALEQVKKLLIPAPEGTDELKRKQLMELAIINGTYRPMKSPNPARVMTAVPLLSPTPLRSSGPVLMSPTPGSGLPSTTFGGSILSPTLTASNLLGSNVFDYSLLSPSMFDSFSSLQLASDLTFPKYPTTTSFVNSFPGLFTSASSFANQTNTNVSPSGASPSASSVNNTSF
# MEX-5 binding – C. elegans MEX-5 TCR-2 RNA binding activity; 300,000 compounds, 0.38% hits; MEX-5/FITC-TCR2 RNA binding, fluorescence polarization; stronger effect = lower value; activity score (negative = inhibition of binding), % at 10 µM;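 active means inhibition past about -25% in most replicates, and total fluorescence under double the plate's negative control median, limit read from the data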;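 further: 0% = DMSO and -100% = 5 µM competing unlabeled TCR2 RNA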
# MCL1-BIM inh – inhibitors of human MCL1 binding to BIM-BH3 peptide. 320,000 compounds, 0.68% hits. GST-MCL1 / FITC-Bim-BH3 fluorescence polarization. inhibition, % at 10.9 µM. AID 2057. Q07820;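 active means inhibition above the mean inhibition of all tested compounds plus 3 SD, set per campaign, cut at about 40% in these data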;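 further: 0% = DMSO wells and 100% = unlabeled Bim-BH3 peptide control; higher means more loss of mP so more displacement of Bim peptide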
# Numbers without * were called inactive; · = not tested or not shown. These rows are one share of the data, so the mix of outcomes need not match the whole.
Structure	Fam108B inh	TPT1 inhibitor	PAD4 FP inh	PME-1 inh	GSTO1 counter	BCLXL inh	GLD-1 TGE inh	MEX-5 binding	MCL1-BIM inh
Cc1ccc(C)c(C(=O)CC2(O)C(=O)N(C)c3ccccc32)c1 (configuration not stated)	-3	0	0	1	7	-1	5	-1.8	-11
CCOC(=O)C[C@H]1c2ccc(C(F)(F)F)cc2S(=O)(=O)N1c1ccccc1	0	-1	0	3	-5	5	5	-4.2	-1
CCOc1nc(N(C)C)nc(-n2nnc(C(C)=O)c2C)n1	1	-5	0	7	0	2	-2	-1.4	3
O=C(CCc1nnc(C2(c3ccc(Cl)cc3)CCC2)o1)N1CCCC1	5	-1	-3	-5	9	5	0	-0.9	7
COc1ccc(CC(=O)Nc2cccc(C(=O)Nc3ccccc3C(=O)O)c2)cc1OC	2	-3	-5	-6	-8	4	2	-0.4	6
COc1cccc(N(C(=O)c2snc(C(N)=O)c2N)C(C(=O)NCC2CCCO2)c2cccs2)c1 (configuration not stated)	0	6	-5	-5	-3	8	7	1.6	2
CC(C)c1cc2cc3ccc(=O)oc3cc2o1	1	0	-2	-6	1	0	-5	0.4	4
O=C(NCc1ccc(Cl)cc1)C1CCN(S(=O)(=O)c2cccc3nonc23)CC1	-4	0	-1	-3	-3	1	1	-2.6	-5
Cc1ccc(NC(=O)CCc2nnc3ccc(NCc4ccco4)nn23)cc1F	-1	5	-5	-7	-9	10	-2	-2.4	3
Cc1ccc(S(=O)(=O)CCC(=O)Nc2nnc(-c3ccc(F)cc3)o2)cc1	0	0	-4	1	3	-3	5	0.5	-5
O=C(NCc1ccc(Cl)cc1)c1cnccn1	0	-6	-2	6	1	-2	5	0.1	-2
CCOC(=O)c1cccc(-n2c(C)cc(C=O)c2C)c1	4	2	-2	7	-3	3	2	·	-1
Cc1ccc(N=C2NC(=O)c3cc([N+](=O)[O-])ccc32)cc1	-4	0	0	6	3	5	4	1.6	5
COc1cccc(C(=O)NCCS(=O)(=O)N2CCCCCC2)c1	2	0	-1	-3	0	4	-4	0.2	1
CCCn1nnnc1NC(=O)COc1ccc(Cl)c(C)c1	-5	1	-1	-5	2	0	3	0.6	5
CCN1CCN(c2ccc(S(=O)(=O)N3CCOCC3)cc2NC(=O)CC(C)C)CC1	·	·	-3	-1	·	-4	-6	·	-11
CCOC(=O)c1[nH]c2cc3c(cc2c1NC(=O)CN1CC(C)CC(C)C1)OCO3 (configuration not stated)	3	0	0	7	6	-1	-5	0.2	-10
Brc1ccc(OCc2nc3ccccc3[nH]2)cc1	-1	0	-15	-25	37*	-2	6	2.2	-4
CCOc1ccc(NS(=O)(=O)c2ccc(OCC(=O)N3CCCC3)cc2)cc1	-2	-2	-1	3	2	0	9	0.1	-3
Cc1cc(C)cc(OCC(=O)OCC(=O)NC2CCCC2)c1	·	·	-4	-1	·	9	-4	·	9
O=C1CN(C(=O)CCCc2c[nH]c3ccccc23)c2ccccc2N1	5	6	4	-5	3	-2	-6	-0.6	-2
CCn1nc(C)c(NS(=O)(=O)c2ccccc2)c1C	2	-1	2	1	4	6	6	-1.2	7
O=C(O)c1ccc2c(=O)n(Cc3ccccc3)c(SCc3ccc([N+](=O)[O-])cc3)nc2c1	1	0	-3	-1	-20	10	-1	3.6	12
COc1cccc(NC(=O)C(=O)NCCCn2ccnc2)c1	2	-1	-1	5	5	2	4	-2.2	0
COC(=O)CN(n1cnnc1)S(=O)(=O)c1ccc(C)cc1	4	0	-2	1	-7	3	-4	0.3	6
COc1ccc(Nc2ncc(C(=O)N3CCN(Cc4ccccc4)CC3)c3ccccc23)cc1	6	-3	-6	1	-7	7	0	-0.5	1
CC1=C(C)CC(C(=O)N2CCN(Cc3ccccc3)CC2)C(C(=O)O)C1 (configuration not stated)	-3	-6	1	1	5	3	9	0.8	8
O=C1/C(=C\c2ccco2)SC(=S)N1c1ccc(O)cc1	16	6	-11	4	29	14	5	-0.5	27
O=C(O)CCN1C(=O)/C(=C\c2ccc(-c3nc4ccccc4s3)o2)SC1=S	12	41*	-1	11	7	9	-8	-20	22
Cc1ccc2c(c1)N(CC(=O)NCc1ccco1)C(=O)C(C(C)C)O2 (configuration not stated)	0	0	-1	-4	1	8	8	-1.3	6
Cc1ccc(Cn2ccc(NC(=O)c3cc(-c4ccc(Cl)cc4)on3)n2)cc1	-3	2	2	6	-1	-3	4	0.2	-2
Cc1ccccc1OCc1nnc(SCC(=O)O)n1-c1cccc(Cl)c1	-2	-1	-3	3	8	2	5	0.3	-2
COC(=O)CCCC(=O)Nc1ccc(Cl)c(Cl)c1	-8	-3	-6	-8	0	-2	1	1.5	2
CCOC(=O)CSC1=NC(=O)CS1	0	7	0	0	16	12	-7	6.1	16
Nc1nc(CSc2nc3ccccc3s2)nc(N2CCOCC2)n1	0	-4	-3	-4	8	10	12	2.8	9
CCN1C(=O)C2(C(C#N)=C(N)Oc3n[nH]c(C(C)C)c32)c2ccccc21 (configuration not stated)	0	-2	3	1	-3	9	2	0.7	12
CCN1CCN(C(=S)Nc2sc(C)c(-c3ccccc3)c2C(=O)OC)CC1	-1	1	-1	-1	3	1	-5	0.2	2
O=C(CCCN1C(=O)/C(=C/c2ccccc2)SC1=S)Nc1cccc(O)c1	0	2	-12	-10	6	-1	-1	-7.6	-9
O=C(Nc1cccc(C(F)(F)F)c1)N1CCN(C(=O)Nc2cccc(C(F)(F)F)c2)CC1	0	1	1	-3	-2	3	1	0.5	2
COCCn1c(=NC(=O)CCS(=O)(=O)c2ccccc2)sc2cc(C)ccc21	-3	2	-2	8	10	6	3	0.0	3
O=c1c2ccccc2nc2n1CCc1c-2[nH]c2ccccc12	1	2	-2	-2	3	-5	2	·	0
CCOC(=O)[C@H]1[C@H]2COc3ccc(Cl)cc3[C@@H]2N2C(=O)CN(Cc3ccc(F)cc3)C(=O)[C@@]12C	·	·	2	4	·	4	-1	·	0
O=C(NNC(=S)NC(=O)c1ccccc1)c1cccc([N+](=O)[O-])c1	-4	-4	-2	-5	-7	1	-1	-2.5	-2
O=C(COC(=O)c1cccc([N+](=O)[O-])c1)NNC(=O)c1cccs1	·	·	5	-3	·	1	6	·	1
c1cncc(-c2csc(NCc3ccco3)n2)c1	3	-3	-3	-1	5	10	-4	1.1	17
COc1ccc(NC(=O)CSCC(=O)N(C)CC(=O)Nc2ccc(Cl)c(C(F)(F)F)c2)cc1	0	-1	-1	4	-13	4	10	1.9	4
CCCc1ccc(/C=C2\C(=O)c3ccccc3C(O)=C2C(=O)OCC)cc1	-6	3	-39	3	6	15	18	1.7	28
O=C(/C=C/c1cccc([N+](=O)[O-])c1)N(c1ccccn1)c1ccccn1	4	-4	0	0	-3	4	4	-1.9	2
O=C(OCC(=O)c1ccccc1Br)c1ccncc1	2	-3	-2	-5	-4	3	6	0.9	-4
COc1ccc(NS(=O)(=O)c2ccc(NC(=O)c3ccc(N(C)S(C)(=O)=O)cc3)cc2)cc1	2	-5	-1	-10	-5	6	-7	0.2	8
O=C(NC(=S)NCCc1ccc(Cl)cc1)c1ccco1	-5	2	-6	2	-2	4	9	-0.8	10
Cc1noc(C)c1S(=O)(=O)N1CCCC(C(=O)Nc2nccs2)C1 (configuration not stated)	5	3	-3	-5	6	4	6	2.1	2
Cc1ccc(S(=O)(=O)N2CCCCC2)cc1NC(=S)NC(=O)c1ccco1	-1	3	1	5	0	2	2	-0.1	4
COC(=O)C1(c2ccccc2)NC(c2cccs2)C2C(=O)N(C)C(=O)C21 (configuration not stated)	-3	-4	-4	-8	1	2	5	0.1	-1
CCOc1ccc(Br)cc1/C=N/NC(=O)c1ccncc1	-4	-9	-3	-2	6	4	1	-1.1	10
CCOC(=O)C1(Cc2cccc(F)c2)CCN(Cc2nc(CC)[nH]c2C)CC1	6	87*	-8	-1	-10	-28	-35	1.5	-39

# Continuation.
Structure	Fam108B inh	TPT1 inhibitor	PAD4 FP inh	PME-1 inh	GSTO1 counter	BCLXL inh	GLD-1 TGE inh	MEX-5 binding	MCL1-BIM inh
Cn1c(COc2ccccc2)nnc1SCC(=O)NCc1ccccc1	-2	0	1	-3	3	5	4	2.0	3
Cc1ccccc1CN(c1ccc(C(=O)N2CCN(C)CC2)cc1)S(C)(=O)=O	-7	1	-4	-10	-6	1	-1	0.3	1
Cc1nc2ccccc2c(=O)n1/N=C/c1c(O)ccc2ccccc12	-2	39*	-6	0	63*	2	-28	-1.4	6
N#C/C(C(=O)c1ccccc1)=C1/CCCN1	1	-2	-2	1	7	2	-7	-1.2	-1
Cc1ccc(C(=O)NNC(=O)C2CCN(c3nc(C)cc(C)n3)CC2)cc1	-1	-1	-3	-1	2	6	3	1.6	4
O=C(NC1CCCC1)C(c1ccccn1)N(Cc1ccccc1F)C(=O)c1csnn1 (configuration not stated)	-2	0	-1	-2	6	4	-2	1.5	7
CC(=O)c1c(C)[nH]c(C(=O)COC(=O)c2cc(C)oc2C)c1C	·	·	1	-4	·	3	4	·	-1
CCCc1nc2oc3c(NCCN(C)C)ncnc3c2c2c1CCCC2	6	1	-2	-5	-2	7	-3	0.2	8
CC(C)N1CCN(Cc2cn[nH]c2C2CCCCC2)CC1CCO (configuration not stated)	-4	0	-8	-8	-13	-15	-2	-1.4	-10
CCOC(=O)C1(S(=O)(=O)c2ccccc2)CCN(Cc2ccc(Cl)cc2)CC1	0	1	-7	-4	0	0	7	0.5	-11
CO/N=C/NC(=O)c1c(OC)ccnc1Oc1ccc(Cl)cc1	-2	1	-2	4	0	-1	3	0.9	-2
COc1ccc(NC(=O)c2cc(C)cc(C)c2)cc1[N+](=O)[O-]	3	-1	-9	1	2	0	0	-1.6	-2
COc1ccc(Cl)cc1/C=C/c1ccc2cccc(O)c2n1	-3	-1	-5	2	10	7	4	-1.6	5
Cn1c(=O)c2c([nH]c(=S)n2Cc2ccc(Cl)cc2)n(C)c1=O	0	1	-2	-6	-6	-26	2	0.2	-21
O=[N+]([O-])c1cnccc1NC1CCCCC1	2	-4	-2	-5	-4	7	0	1.6	2
Cc1cc(C)n(-c2nc3ccccc3[nH]c2=O)n1	-6	4	-2	-2	0	1	9	-0.1	11
CCOC(=O)C1CCCCN1Cc1cccc(Oc2ccccc2)c1 (configuration not stated)	4	-4	-2	-8	-2	8	4	0.7	11
COc1ccc(NC(=O)C2CCN(S(=O)(=O)c3c(C)noc3C)CC2)cc1OC	-1	2	-1	0	1	10	0	-1.0	10
Cc1cc(NS(=O)(=O)c2ccc(NC(=O)c3c(F)c(F)c(F)c(F)c3F)cc2)nc(C)n1	-2	-1	-3	-2	-14	4	6	0.9	-4
COCCN(C(=O)c1ccco1)c1nnc(-c2ccc(F)cc2)s1	1	3	2	8	6	-1	4	-2.9	1
COc1ccccc1N1CCN(CCN2C(=O)C3CCCN3C2=O)CC1 (configuration not stated)	-1	6	2	-1	-1	3	4	-4.4	2
COc1ccccc1CCC(=O)N(CCC1=CCCCC1)c1c(N)n(Cc2ccccc2)c(=O)[nH]c1=O	0	1	-1	-2	-11	-16	7	3.6	-15
CNCC(=O)Nc1ccc(Cl)c(C(F)(F)F)c1	0	2	-1	-6	0	-1	4	-4.5	-6
Cc1cc(C(=O)NC(C)CCc2ccccc2)ccc1[N+](=O)[O-] (configuration not stated)	0	-3	-4	3	-1	1	-8	-0.1	5
